G9a inh = inhibitors of human histone lysine methyltransferase G9a | 8.8% of 350,000 active | G9a H3K9 monomethylation, AlphaScreen, 2 h | Q96KQ7 | Potency, µM (top dose mostly 102 µM), for inactives: at the highest dose activity, negative = inhibition, usual class: inhibitors; also: % is scaled to controls: 0 for no effect and ±100 for the full control effect; nearly all actives have a fitted effect of over 75% in size
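Using a bead-based AlphaScreen, monomethylated H3K9 product from 2 h room-temperature reactions (G9a 20 nM, peptide 500 nM, SAM 20 uM) was detected with 0.5 ug/mL rabbit anti-H3K9me1 antibody.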
BAZ2B inh = BAZ2B (human) inhibition | Q9UIF8 | AlphaScreen BAZ2B-H3K14Ac peptide displacement | Potency, µM (highest dose often 114 µM), for inactives: top-dose activity change, negative = inhibition, hits mostly inhibitors | 4.4% of 360,000 active | AID 504333; also: % is scaled to controls: 0 for no effect and ±100 for the full control effect; nearly all actives have a fitted effect of over 60% in size
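AlphaScreen luminescence quantifies BAZ2B engagement of H3K14Ac peptide; the protein and biotinylated peptide are both at 50 nM final, buffer PBS pH 7.4 with 0.01% Tween-20, all steps at room temperature.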
JMJD2A Tudor = blocks the human JMJD2A Tudor domain | Potency, µM (top dose mostly 114 µM), for the others: at the top dose activity change, negative = inhibition, usual class: inhibitors | 4.4% of 390,000 active | AlphaScreen JMJD2A-Tudor / H3K4me3 peptide binding | AID 504339; also: % is scaled to controls: 0 for no effect and ±100 for the full control effect; nearly all actives have a fitted effect of over 50% in size
POLI inh = DNA polymerase iota (human) inhibition; Potency, µM (doses to about 115 µM), inactives show top-dose activity, negative = inhibition, usual class: inhibitors; 1% of 390,000 active; Pol iota fluorescent replication assay, 10 min; Q9UNA4
Target sequence (Q9UNA4 whole entry, looked up): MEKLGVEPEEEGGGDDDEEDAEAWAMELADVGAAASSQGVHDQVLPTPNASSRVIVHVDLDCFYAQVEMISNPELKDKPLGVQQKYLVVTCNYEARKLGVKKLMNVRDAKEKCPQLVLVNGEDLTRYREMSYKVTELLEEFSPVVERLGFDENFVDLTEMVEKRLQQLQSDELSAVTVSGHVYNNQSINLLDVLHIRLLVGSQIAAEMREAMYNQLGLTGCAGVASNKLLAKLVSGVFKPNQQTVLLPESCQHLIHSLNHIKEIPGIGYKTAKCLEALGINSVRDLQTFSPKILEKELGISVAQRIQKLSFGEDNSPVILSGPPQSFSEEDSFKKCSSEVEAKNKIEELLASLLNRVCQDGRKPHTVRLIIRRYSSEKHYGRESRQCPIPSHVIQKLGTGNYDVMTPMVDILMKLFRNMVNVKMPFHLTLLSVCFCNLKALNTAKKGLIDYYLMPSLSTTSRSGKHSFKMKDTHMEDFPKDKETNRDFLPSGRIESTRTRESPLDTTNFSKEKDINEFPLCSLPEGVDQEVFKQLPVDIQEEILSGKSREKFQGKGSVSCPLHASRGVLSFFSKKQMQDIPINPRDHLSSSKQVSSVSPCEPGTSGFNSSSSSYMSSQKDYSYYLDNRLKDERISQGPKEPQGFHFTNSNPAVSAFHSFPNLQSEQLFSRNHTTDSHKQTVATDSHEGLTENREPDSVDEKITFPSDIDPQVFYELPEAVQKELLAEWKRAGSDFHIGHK
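Pol iota at 10 nM preincubated 15 min with compounds at room temperature; reaction started with fluorescent substrate, 50 nM final. Fluorescence read kinetically at 0 and 10 min; buffer-only wells as negative control.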
BLM helicase inh = blocks DNA unwinding by human BLM helicase | P54132 | recombinant BLM DNA unwinding, fluorescence dequenching | Potency, µM (series often up to 56.1 µM), inactives show top-dose activity change, negative = inhibition, hits mostly inhibitors | 0.2% of 350,000 active | AID 2528;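 also: plate controls were vehicle for no effect and no enzyme for full effect; nearly all actives have a fitted effect of over 35% in size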
POLH inh = DNA polymerase eta (human) inhibition. 1.2% of 390,000 active. recombinant Pol eta, fluorescent DNA replication assay. AID 588591. Q9Y253. Potency, µM (top dose mostly 114 µM), for the others: top-dose activity change, negative = inhibition, hits mostly inhibitors; also: % is scaled to controls: 0 for no effect and ±100 for the full control effect
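Fluorescent replication assay: 50 nM final substrate added after a 15 min room-temperature compound preincubation with 10 nM enzyme. Signal taken at 0 min and again at 10 min.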
APE1 inh = inhibitors of human APE1 endonuclease; recombinant APE1, TAMRA/BHQ-2 abasic DNA cleavage fluorescence; Potency, µM (top dose mostly 65.8 µM), without a hit: at the highest dose activity change, negative = inhibition, most hits filed as inhibitors; 0.35% of 350,000 active; AID 2517;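 also: plate controls were vehicle for no effect and reference inhibitor for full effect; nearly all actives have a fitted effect of over 55% in size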
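Step 1: APE1 (0.75 nM) with compound, 15 min RT. Step 2: add 50 nM fluorophore/quencher THF duplex. Step 3: three fluorescence reads 60 s apart (525/598 nm); read 3 minus read 1 = reaction progress.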
Pol beta inh = blocks human DNA polymerase beta activity. Pol beta primer extension/strand displacement, fluorescence kinetic. Potency, µM (titrated, usually from 114 µM), without a hit: at the top dose activity change, negative = inhibition, usual class: inhibitors. 1.3% of 340,000 active; also: % is scaled to controls: 0 for no effect and ±100 for the full control effect
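Preincubation: enzyme (10 nM) with compound, 15 min, RT. Reaction: substrate added to 50 nM final. Reads: 0 and 10 min. Analysis: normalized, Hill fit.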
Pol kappa inh = DNA polymerase kappa (human) inhibition. purified Pol kappa, fluorescent DNA synthesis assay, 10 min. Potency, µM (series often up to 107 µM), without a hit: at the top dose activity, negative = inhibition, usual class: inhibitors. AID 588579. 0.53% of 400,000 active. Q9UBT6; also: % is scaled to controls: 0 for no effect and ±100 for the full control effect
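Activity was followed as the change in fluorescence between reads at 0 and 10 min after starting the reaction with 50 nM substrate. Beforehand, 10 nM polymerase had been preincubated with compound for 15 min at room temperature.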
* hit, by the source's call; ? = inconclusive; . = not tested or not shown; & = joins results of further samples; [ ] = remark or other dose. Calls follow the shape of the dose curve; as a rule, active = well fitted curve in the direction sought with a large enough effect; inconclusive = small, poorly fitted or top-dose-only effect, or another doubt; inactive = no such curve, though single readings can be large; an effect the other way counts as inactive or inconclusive. Potency is read from the fitted curve at half-maximal effect. Only part of the results is shown (hit frequency here may not be typical).

molecule,G9a inh,BAZ2B inh,JMJD2A Tudor,POLI inh,BLM helicase inh,POLH inh,APE1 inh,Pol beta inh,Pol kappa inh
CC(C)CNC(=O)c1oc2ccccc2c1COc1ccccc1,79%[activator],48%[activator],92%[activator],50%[activator],-9%,-16%,-1%,3%,1%
O=C(O)c1cc(C(F)(F)F)nc2ccccc12,?,-22%,-14%,41%[activator],-4%&-2%,-13%,?,-1%,-4%
COC(=O)[C@@H](Cc1c[nH]c2ccccc12)NC(=O)CNC(=O)c1ccccc1OC,25%,1%,-5%,44%[activator],-1%,-11%,48%[activator],20%,8%
O=C(Nc1cccc(Br)c1)c1cccc(OC(=S)N2CCOCC2)c1,.,-1%,-14%,64%[activator],-12%,-10%,-9%,5%,-3%
CCOC(=O)N1CCN(C(=O)CN(c2cccc(C)c2)S(=O)(=O)c2ccccc2)CC1,5%,6%,-23%,33%[activator],0%,-15%,2%,-2%,3%
Cc1cccc(-c2nnc(SCc3ccccc3)o2)c1,78%[activator][12.7 µM],179%[activator],131%[activator],5%,-4%,0%,?,22%,-3%
CCOc1ccc(-c2nnc3ccc(SCC(=O)Nc4cc(C)on4)nn23)cc1,-39%,-9%,-8%,17%,6%,-13%,8%,4%,-5%
CCC(C)(C)c1ccc(OCCCC[n+]2cccc(C)c2)c(C(C)(C)CC)c1,?,-23%,-20%,70%[activator],-6%,-24%,-3%,0%,-4%
Cc1ccc(C)c(OCCn2c(=O)c3c(ncn3C3CCCC3)n(Cc3ccccc3)c2=O)c1,24%[59 µM],5%,1%,23%,-22%,-6%,1%,4%,-5%[60.1 µM]
Cc1nc2ccc(N)nc2nc1C,.,.,-11%,10%,.,-16%,.,.,-8%
O=C(CSc1nnc(-c2cccnc2)n1-c1ccccc1)N1CCN(c2ccc(F)cc2)CC1,?,-9%,-13%,6%,-5%,-8%,14%,17%,-16%
Cc1ccc(NC(=O)CCC(=O)OC(C(=O)c2ccc(C)c(C)c2)c2ccccc2)c(C)c1 (stereo not given),25%,5%,3%,1%,-2%,-13%,-7%,-1%,0%
Cc1cccc(C)c1NC(=O)c1cccc(COc2cc(Cl)ccc2Cl)c1,5%,11%,-10%,5%,-4%,-15%,16%,22%,-14%
Cc1ccccc1OCCn1cc(/C=C(\C#N)C(=O)NCc2ccco2)c2ccccc21,29%[59 µM],-2%,-6%,-4%,-4%,-7%,8%,0%,-1%
COc1cc(N)c(Cl)cc1C(=O)OCC(=O)N1c2ccccc2NC(=O)C1(C)C,.,.,5%,-12%,.,-11%,14%,.,-15%
COc1ccc(CNC(=O)[C@@H]2CC=C[C@@H]3CCN(Cc4ccc(Cl)c(Cl)c4)C(=O)[C@@H]32)cc1,.,.,-16%,18%&1%,.,-14%,.,.,-1%&-13%
CCNC(=O)CC1SC(=Nc2ccc(C)cc2)NC1=O (stereo not given),-25%[59 µM],-4%,5%,17%,4%,-7%,19%,1%,-4%
Cc1ccc(S(=O)(=O)N2CCCCC2C(=O)NCc2ccco2)cc1 (stereo not given),28µM*,-32%,-22%,89µM*,-3%,?,-1%,8%,-30%
COc1cccc(-n2nnc3c(=O)n(CC(=O)N4CCC(Cc5ccccc5)CC4)cnc32)c1,-5%[59 µM],3%,-12%,17%,-4%,-16%,-1%,8%,-5%
O=C(N/N=C/c1ccc(F)cc1)c1cc(-c2ccco2)nc2ccccc12,?,2.8µM*,?,7.9µM*,8.9µM*,1.6µM*,4.5µM*,3.5µM*,14µM*
CN(C)c1cccc2c(S(=O)(=O)Nc3ccccn3)cccc12,7%[12.7 µM],11%,3%,?,-12%,?,-9%,4%,-11%
COc1ccc(OC)c(CNC(=O)c2cc3ccc4cccnc4c3[nH]2)c1,-50%[59 µM],-21%[57.1 µM],?,6%,12%,1%,.,0%,3%
CCc1nnc(NC(=O)CCC(=O)NC2CCCCCCC2)s1,12%,-20%,-17%,11%,0%,-8%,71%[activator],6%,-15%
Cc1ccc(S(=O)(=O)NCCc2cc3ccc(C)cc3[nH]c2=O)cc1,17%,-1%,-8%,17%,-3%,-6%,19%,2%,7%
O=C(O)C1Cc2c([nH]c3ccccc23)C(c2ccc3c(c2)OCO3)N1 (stereo not given),35µM*,-29%,?,-35%,1%,-5%,-2%,7%,0%
CCOC(=O)CN1C(=O)C(Sc2n[nH]c(-c3ccc(O)cc3)n2)CCc2ccccc21 (stereo not given),-4%[59 µM],3%,-2%,0%,-9%,-17%,1%,11%,-13%
Cc1ccc(CS(=O)(=O)CC(C)(O)c2ccc(Cl)cc2)cc1 (stereo not given),-13%[2.33 µM],-4%,3%,-15%,-10%,-2%,-10%,3%,-20%
O=C(O)CC1(CC(=O)Nc2ccc3ccccc3n2)CCCCC1,?,0%,-10%,77%[activator],1%,-11%,4%,-18%,-14%
O=C1C(=O)N(CCO)C(c2ccc(Br)cc2)/C1=C(\O)c1ccccc1 (stereo not given),-21%,9%,-4%,-7%,-2%,3%,-4%,-13%,-11%
COC(=O)c1ccccc1NC(=O)Cn1c(=O)n(-c2ccc(C)cc2)c(=O)c2ccccc21,3%[59 µM],4%,5%,-11%,-12%,-23%,.,6%,-3%

(continued)
smiles,G9a inh,BAZ2B inh,JMJD2A Tudor,POLI inh,BLM helicase inh,POLH inh,APE1 inh,Pol beta inh,Pol kappa inh
COC(=O)c1ccccc1NC(=O)C(=O)NCC1CCCO1 (stereo not given),10%[59 µM],-4%,-1%,17%,4%,-4%,23%,51%,2%
COc1ccc(Br)cc1CN(C)CC(=O)Nc1cccc(S(N)(=O)=O)c1,13%,-19%,-6%[11.4 µM],63%[activator],1%,-12%,-1%,-1%,-2%
CCOC1OC(=O)C(Cl)=C1Nc1cc(C)ccc1C (stereo not given),0%[59 µM],-3%,-4%,41%[activator],-3%,-12%,3%,?,-8%
CCOC(=O)c1[nH]c(C)c(C(=O)OCC(=O)N(CC)C2CCS(=O)(=O)C2)c1C (stereo not given),?,20%,-15%,12%,5%,5%,3%,2%,-9%
COc1ccccc1-c1nnc(SCC(=O)OC(C)C)o1,-23%[59 µM],-1%,0%,14%,1%,-1%,8%,7%,-14%
CC(=O)CC1OC(=O)C(Br)=C1NCc1ccccc1 (stereo not given),35µM*,-2%,-19%,?,-1%,-24%,0%,-1%,-4%
CCOc1ccc(NC(=O)CSc2nccn2Cc2ccco2)cc1,17%,-31%&-33%,-33%&-25%,20%&24%,-1%&-1%,-23%&-15%,15%,25%&0%,-4%
COc1ccccc1-c1ccc(SCC(=O)N2CCOCC2)nn1,-4%,-16%,-16%,162%[activator],-3%,-3%,-1%,81%,3%
CC(C)OC(=O)c1cccc(NC(=O)c2ccccc2)c1,8%[59 µM],1%,-8%,-7%,-3%,1%,?,16%,-15%
CCN(CCCNC(=O)C1CCCN(S(=O)(=O)CC)C1)c1cccc(C)c1 (stereo not given),?,-2%,-23%,6%,4%,-2%,0%,34%,-12%
Cc1ccc(S(C)(=O)=O)cc1C(=O)OCC(=O)N1CCCC1=O,9%[0.501 µM],11%,-10%,94%[activator],.,-3%,2%,.,-21%
CCC(=NNC(=O)c1cccc(S(=O)(=O)N2CCOCC2)c1)c1ccccc1,.,.,1%,9%,.,-13%,-2%,.,4%
CC(Sc1nnnn1-c1ccccc1)C(=O)Nc1ccccc1-c1ccccc1 (stereo not given),9%[59 µM],-4%,-5%,-8%,-10%,-24%,4%,15%,-9%
